Compound activity as filed in PubChem.
G6PDH CS – inhibits Leuconostoc G6PDH, flagging false hits in G6PDH-based assays. inhibition, % at 5 µM. Purified L. mesenteroides G6PDH, diaphorase/resazurin coupled fluorescence, 45 min. 0.12% of 200,000 active
Lmaj promast – reduces viability of Leishmania major promastigotes. resazurin fluorescence viability. inhibition, % at 10 µM. 9% of 200,000 active. AID 1063;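 note: promastigotes grown with compound for 44 hours at 28 °C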
Redox H2O2 prof – compounds producing H2O2 with reducing agent – biochemical, NIH compound library profiling, artefact control for MLSCN library redox annotation, primary screen | DTT-dependent redox cycling H2O2, phenol red/HRP absorbance; 100% = 100 µM peroxide control, 0% = buffer | 0.03% of 200,000 active | activation, % at 10 µM;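 active = activation of at least 50% relative to the plate's high and low controls in the primary single-dose screen; inactive = activation below 50%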;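 note: compound incubated with DTT at 0.8 mM final as the reducing agent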
S1P3 antagonist – blocks the human S1P3 receptor; 0.27% of 170,000 active; AID 485; inhibition, % at 4.98 µM; CHO S1P3 NFAT-BLA reporter, FRET fluorescence, antagonist mode; Q99500;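 active = inhibition above the plate cutoff, the mean inhibition of test wells on that plate plus 3 SD, cut at about 28% in these data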;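 note: cells challenged with S1P at its EC80 of 0.8 µM; blue over green emission ratio from cleaved BLA substrate after 4 h stimulation; 0% = S1P-stimulated wells and 100% = unstimulated DMSO-only wells; some compounds past the cut are filed as inactive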
Target sequence (Q99500 whole entry, looked up): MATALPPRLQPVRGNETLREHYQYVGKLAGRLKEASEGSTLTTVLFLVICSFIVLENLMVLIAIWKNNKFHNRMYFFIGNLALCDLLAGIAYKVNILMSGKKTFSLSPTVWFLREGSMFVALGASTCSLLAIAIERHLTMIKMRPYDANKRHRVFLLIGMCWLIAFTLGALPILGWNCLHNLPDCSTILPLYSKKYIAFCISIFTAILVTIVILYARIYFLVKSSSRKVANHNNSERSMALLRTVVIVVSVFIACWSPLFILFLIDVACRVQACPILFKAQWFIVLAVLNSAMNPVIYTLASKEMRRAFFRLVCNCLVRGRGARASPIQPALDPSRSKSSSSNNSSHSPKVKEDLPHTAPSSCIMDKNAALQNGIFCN
Hsp70 act – Hsp70 transcriptional activation, primary screen | HeLa Hsp70 promoter luciferase reporter, luminescence; scaled: vehicle 0, proteasome-inhibitor control 100% | activation, % at 10 µM | 0.04% of 200,000 active | AID 1203;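 active = activation above the mean across all tested compounds plus 3 SD, cutoff set per campaign, cut at about 5.5% in these data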;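 note: 100% = MG132 at 30 µM as the positive control and 0% = DMSO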
Diaphorase act – activates diaphorase or chemically reduces, flagging diaphorase assay artifacts; Diaphorase/resazurin coupled assay, resorufin fluorescence, 16 min; hits give high values; 1 = vehicle wells, 0 = NADH-free wells; activation factor at 20 µM; 0.005% of 190,000 active;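 active = diaphorase activity raised at least twofold by the compound at 20 µM; inactive = activation factor below 2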
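Test system: Clostridium kluyveri diaphorase, purified enzyme. Buffer or medium: 50 mM HEPES pH 7.4 buffer plus MgCl2 and Tween 20. Also added: 0.114 mM NADH and 0.1 mM resazurin, final amounts. Dosing: compound 20 µM once, DMSO 1%. Schedule: 16 min enzyme reaction, ambient temperature. Detection: fluorescence of resorufin, 544 nm excitation, 590 nm emission.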
Diaphorase inh – inhibits diaphorase or chemically oxidizes, flagging diaphorase assay artifacts; diaphorase resazurin-to-resorufin fluorescence, NADH, 16 min; bacterial (C. kluyveri) enzyme, not human; inhibition, % at 20 µM; 0.69% of 190,000 active;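 active = primary screen inhibition at 20 µM above a set limit, cut at about 50% in these data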;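 note: plate controls were DMSO with full reaction for no effect and wells lacking NADH for full effect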
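System: Diaphorase enzyme from Clostridium kluyveri | Amount: Enzyme working solution with 0.14 U/mL diaphorase | Benchmarks: No-NADH positive control and DMSO neutral control | Signal: Fluorescence of resorufin formed from resazurin, Ex 544/Em 590 nm | Schedule: 16-min room-temperature incubation before reading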
PMI act – activators of human phosphomannose isomerase; P34949; purified human PMI, coupled resazurin fluorescence, 20 min; hits give high values; 1 = vehicle control, 0 substrate-free wells; activation factor at 20 µM; 0.005% of 190,000 active; AID 1214;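 active = activation factor of 2 or more at 20 µM, relative to plate controls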
Target sequence (P34949 whole entry, looked up): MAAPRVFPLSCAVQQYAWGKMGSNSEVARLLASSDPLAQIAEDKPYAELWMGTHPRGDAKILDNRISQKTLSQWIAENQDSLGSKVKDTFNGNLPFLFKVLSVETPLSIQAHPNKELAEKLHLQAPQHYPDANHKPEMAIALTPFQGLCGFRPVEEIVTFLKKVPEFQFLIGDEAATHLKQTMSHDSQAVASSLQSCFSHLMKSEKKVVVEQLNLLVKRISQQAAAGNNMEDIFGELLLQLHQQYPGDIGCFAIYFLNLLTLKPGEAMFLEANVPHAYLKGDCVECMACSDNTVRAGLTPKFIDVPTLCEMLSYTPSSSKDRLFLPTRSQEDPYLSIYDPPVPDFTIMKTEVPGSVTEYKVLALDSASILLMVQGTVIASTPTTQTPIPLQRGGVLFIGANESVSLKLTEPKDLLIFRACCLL
RAM network inh – inhibitors of the yeast RAM network; S. cerevisiae dse1pr::URA3 reporter, 5-FOA growth OD615, 2 d; analog-sensitive cbk1-as2 kinase mutant strain; inhibition, % at 50 µM; 1.8% of 190,000 active;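 active = inhibition above a set limit, 3 SD over mean compound inhibition, cut at about 8.4% in these data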;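 note: 0% = DMSO-only wells with no growth and 100% = 10 µM 1-NA-PP1 full growth; inhibition rescues growth on 5-FOA so higher OD means more RAM inhibition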
PMI act hi M6P – increases human PMI activity with near-saturating mannose 6-phosphate; P34949; coupled PMI enzyme assay, resazurin fluorescence, 20 min; hits give high values; 1 = untreated enzyme, 0 = substrate-free blank; activation factor at 20 µM; 0.34% of 190,000 active;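 active = activation factor of 2 or more at 20 µM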
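test system = human PMI in coupled enzyme assay | medium = HEPES-buffered pH 7.4 with magnesium and detergent | also added = 1.0 mM mannose-6-phosphate substrate with 0.22 mM NADP+ | compound = 20 µM single dose | times = 20 min incubation at room temperature | measured by = resorufin fluorescence (Ex 544/Em 590 nm) from resazurin via diaphorase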
TLR4 MyD88 comp – inhibitors of human TLR4-MyD88 binding. O00206+Q99836. HeLa CL3-4 TLR4/MyD88 BLA complementation, FRET ratio. inhibition, % at 8.4 µM. 0.18% of 200,000 active; in the data active = inhibition above about 25%;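 note: 0% = vehicle and 100% = reference inhibitor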
An asterisk follows results filed as active; / = not tested or not shown. Cut-off read from the data, not from the text of the source, unless noted: active = inhibition above about 50%; inactive = the rest.

1) Cc1ccc(C(=O)COC(=O)CCC(=O)NC2CCCCC2)cc1C
2) COc1ccc(C2NC(=O)c3ccccc3O2)c(OC)c1OC (stereo not drawn)
3) Cc1nn(C)c(C)c1S(=O)(=O)N1CCc2ccccc21
4) O=C(CC1C(=O)NCCN1Cc1ccc(F)cc1)NCCOc1cccnc1 (stereo not drawn)
5) CC1CCC(NC(=O)C2CCN(c3cnccn3)CC2)CC1 (stereo not drawn)
6) Cn1nc(CC(=O)NC2CCCCCC2)c2ccccc2c1=O

assay / entry	1	2	3	4	5	6
G6PDH CS	-5	1	7	19	-2	2
Lmaj promast	-8	-5	0	-4	-6	8
Redox H2O2 prof	0.4	2.7	3.1	-1.0	3.2	-0.8
S1P3 antagonist	/	1	-37	1	-20	4
Hsp70 act	-0.2	-0.5	-0.2	-0.1	0.2	-0.1
Diaphorase act	0.9	0.8	1	0.8	0.9	0.8
Diaphorase inh	6	22	4	23	8	17
PMI act	1	0.9	1.1	1.2	1	1
RAM network inh	2.5	0.9	-1.1	2.8	0.7	-0.1
PMI act hi M6P	1	1	1	0.9	1	1
TLR4 MyD88 comp	-12	-9	-7	-5	10	-9

7) CC(=O)CS(=O)(=O)c1ccc(Oc2ccc(S(=O)(=O)CC(C)=O)cc2)cc1
8) Cc1c(N=C2SC(CC(=O)Nc3ccccc3)C(=O)N2CCN2CCOCC2)c(=O)n(-c2ccccc2)n1C (stereo not drawn)
9) Cc1cc(-c2ccccc2)nc(Oc2cccc(C(F)(F)F)c2)c1S(C)(=O)=O
10) O=C1CN(C(=O)CCCc2c[nH]c3ccccc23)c2ccccc2N1
11) O=C(c1cc(-n2cnnc2)ccc1Cl)N1CCN(c2nc(-c3ccccc3)cs2)CC1
12) CCn1nc(C)c(NS(=O)(=O)c2ccccc2)c1C

assay / entry	7	8	9	10	11	12
G6PDH CS	1	-1	2	8	-21	-4
Lmaj promast	-4	-4	-10	-4	-6	-2
Redox H2O2 prof	0.8	0.2	2.5	0.2	-0.3	0.1
S1P3 antagonist	/	-3	/	10	-8	/
Hsp70 act	-0.6	-0.3	-0.3	-0.2	-0.3	-0.3
Diaphorase act	0.9	0.9	0.7	0.8	0.9	0.9
Diaphorase inh	8	6	26	19	10	13
PMI act	1	1	0.9	1	1	1
RAM network inh	4.8	2.5	5.0	1.6	0.1	0.3
PMI act hi M6P	1	1	0.9	1	1	1
TLR4 MyD88 comp	-2	13	19	-1	15	-7

13) COc1cccc(NC(=O)C(=O)NCCCn2ccnc2)c1
14) CC1=C(C)CC(C(=O)N2CCN(Cc3ccccc3)CC2)C(C(=O)O)C1 (stereo not drawn)
15) COC(=O)CN(n1cnnc1)S(=O)(=O)c1ccc(C)cc1
16) Cc1ccc(N=C2NC(=O)c3cc([N+](=O)[O-])ccc32)cc1
17) CCOC(=O)c1cccc(-n2c(C)cc(C=O)c2C)c1
18) CCCn1nnnc1NC(=O)COc1ccc(Cl)c(C)c1

assay / entry	13	14	15	16	17	18
G6PDH CS	12	13	0	-16	-3	-3
Lmaj promast	-3	-3	0	9	0	40
Redox H2O2 prof	0.6	2.7	2.7	0.2	0.1	-0.1
S1P3 antagonist	1	-31	-26	-18	13	-2
Hsp70 act	-0.3	0.4	-0.4	-0.3	-0.4	-0.2
Diaphorase act	1	1	1	0.9	0.8	0.9
Diaphorase inh	-4	5	0	12	20	12
PMI act	0.9	0.9	1	0.9	1	1
RAM network inh	0.3	0.3	0.5	1.6	0.7	-0.8
PMI act hi M6P	0.9	0.9	1	0.9	1	1
TLR4 MyD88 comp	13	3	-15	1	-3	9

19) CCOC(=O)c1[nH]c2cc3c(cc2c1NC(=O)CN1CC(C)CC(C)C1)OCO3 (stereo not drawn)
20) CCOc1ccc(NS(=O)(=O)c2ccc(OCC(=O)N3CCCC3)cc2)cc1
21) O=C1C=C(c2cccs2)CC(c2cccs2)C1n1cnc([N+](=O)[O-])c1 (stereo not drawn)
22) CCOc1ccc(C(=O)Nc2ccccc2-c2ccccc2)cc1Cl
23) O=C(NCC1CCCO1)/C(=C\c1cccs1)NC(=O)c1ccccc1 (stereo not drawn)
24) CC(=O)c1c(C)cc(C)c(CSc2nc(C)cc(=O)[nH]2)c1C

assay / entry	19	20	21	22	23	24
G6PDH CS	4	2	7	4	10	12
Lmaj promast	24	-4	3	-5	-3	-6
Redox H2O2 prof	0.0	3.6	0.1	-0.1	-0.3	0.1
S1P3 antagonist	/	-21	/	/	-2	-14
Hsp70 act	0.0	-0.1	-0.2	0.0	-0.1	-0.1
Diaphorase act	0.8	0.9	0.9	0.7	0.9	0.9
Diaphorase inh	22	15	13	27	13	14
PMI act	1	0.9	1	0.8	0.9	1
RAM network inh	0.9	2.1	2.7	3.9	-0.2	1.2
PMI act hi M6P	0.9	0.9	1	0.8	0.9	0.9
TLR4 MyD88 comp	11	-2	12	2	3	-7

Compound profiles, from the list above. Order of values: G6PDH CS	Lmaj promast	Redox H2O2 prof	S1P3 antagonist	Hsp70 act	Diaphorase act	Diaphorase inh	PMI act	RAM network inh	PMI act hi M6P	TLR4 MyD88 comp
Entry for `CCOc1ccc(C(=O)Nc2ccccc2-c2ccccc2)cc1Cl` : 4	-5	-0.1	/	0.0	0.7	27	0.8	3.9	0.8	2
Entry for `O=C1C=C(c2cccs2)CC(c2cccs2)C1n1cnc([N+](=O)[O-])c1` (stereo not drawn) : 7	3	0.1	/	-0.2	0.9	13	1	2.7	1	12

Next part.
25) Cc1ccc2cc(S(=O)(=O)NCCC(=O)O)ccc2c1
26) COc1ccc(N=C2CCCN2CC(N)=O)cc1
27) NNC(=O)c1ccc2nc(-c3ccc(Br)cc3)cn2c1
28) CN(C)c1ncc(S(=O)(=O)c2ccccc2)c(-c2ccccc2Cl)n1
29) O=S(=O)(Nc1nc2ccccc2s1)c1ccc(Br)s1
30) CCOC(=O)N1CCN(Cc2nc(CC3CC3)no2)CC1

assay / entry	25	26	27	28	29	30
G6PDH CS	16	2	-4	0	8	-3
Lmaj promast	-9	12	54*	-1	-2	-6
Redox H2O2 prof	0.1	2.6	-0.3	1.5	0.2	0.8
S1P3 antagonist	/	3	-6	/	-5	-4
Hsp70 act	-0.3	-0.1	0.0	0.1	0.3	0.1
Diaphorase act	1	0.9	0.9	0.7	0.9	1
Diaphorase inh	-2	9	10	26	13	3
PMI act	1	1	1.1	0.9	1.1	0.9
RAM network inh	0.3	-0.1	-0.6	5.0	3.0	1.4
PMI act hi M6P	1	1	1.1	0.9	1.2	1
TLR4 MyD88 comp	0	5	1	-9	3	0

31) CN(c1ccc(C(=O)NCCSCc2ccco2)cc1)S(C)(=O)=O
32) COc1ccc(NC(=O)CSc2nnc(-c3ccccc3C)n2N)cc1
33) CCOC(=O)NN1C(=O)c2ccccc2NC1c1ccccc1O (stereo not drawn)
34) CCOc1ccc(-c2nc(CN(Cc3ccccc3)C[C@@H]3CCC(=O)N3)c(C)o2)cc1
35) CC(=O)Nc1cccc(NC(=O)C(F)(F)F)c1
36) Cc1ccc(S(=O)(=O)NN=C2CCC(C(C)(C)C)CC2)cc1[N+](=O)[O-] (stereo not drawn)

assay / entry	31	32	33	34	35	36
G6PDH CS	17	7	-5	22	8	-3
Lmaj promast	-3	-6	33	16	-5	-9
Redox H2O2 prof	-0.7	-0.7	0.1	-0.6	0.5	0.2
S1P3 antagonist	-1	/	1	1	-2	-56
Hsp70 act	0.3	-0.1	-0.1	-0.3	-0.4	-0.4
Diaphorase act	0.9	0.8	1	0.7	1	0.9
Diaphorase inh	8	22	0	32	-2	12
PMI act	0.9	1	1.1	0.8	1	1.1
RAM network inh	2.0	-0.2	-0.5	0.5	1.9	1.0
PMI act hi M6P	0.9	1.1	1.2	0.8	0.9	1.2
TLR4 MyD88 comp	-1	-25	-9	-2	-8	-7

37) CC(C)(C)NC(=O)C(=O)NN=C1CCCCCCC1
38) CCn1c(=NC(=O)c2ccc(N3C(=O)CCC3=O)cc2)sc2c(OC)ccc(OC)c21
39) COc1cc(CNc2ccc(O)cc2)cc(Br)c1OCc1ccccc1
40) CC1(C(=O)NC2CCCC2)CCC(=O)N1Cc1cccs1 (stereo not drawn)
41) O=C(Nc1ccc(NC(=O)C2CC2)nc1)c1ccncc1
42) O=C(Nc1cccc(C(F)(F)F)c1)c1cnccn1
43) COc1ccc(-c2csc(N3CCN(C(=O)c4ccccc4)CC3)n2)cc1

assay / entry	37	38	39	40	41	42	43
G6PDH CS	5	-6	11	0	15	3	-2
Lmaj promast	10	-9	10	-3	-7	7	-3
Redox H2O2 prof	-0.6	-0.7	0.8	1.8	0.0	-1.0	0.2
S1P3 antagonist	-4	-9	12	-6	14	-18	/
Hsp70 act	-0.1	0.3	0.2	-0.2	-0.2	-0.3	-0.3
Diaphorase act	1	0.9	0.6	0.9	1	0.9	0.8
Diaphorase inh	4	12	44	12	3	8	17
PMI act	1	1.1	0.6	1.1	0.9	1	0.9
RAM network inh	-0.7	4.1	-1.0	1.8	-0.2	3.6	2.5
PMI act hi M6P	1	1	0.5	1	0.9	1	1
TLR4 MyD88 comp	-8	6	-9	3	10	4	-5
